Bioassay records deposited in PubChem BioAssay by several laboratories.
HER2 expr 66K = inhibitors of Her2 protein expression, primary screen, SKBR-3 cells, AlphaScreen, 66K library. SKBR-3 HER2 protein level, 18-24 h; active compounds read low. Receptor tyrosine-protein kinase erbB-2 (Homo sapiens), P04626. 65,000 tested, 0.69% active. HER2 level % of control, % at 10 µM;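 active = HER2 level under 5% of the carrier-only control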;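 note: 100% = DMSO carrier and 0% = 500 nM PU-H71 HSP90 inhibitor; lower value means stronger loss of Her2 protein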
Target sequence (P04626 whole entry, looked up): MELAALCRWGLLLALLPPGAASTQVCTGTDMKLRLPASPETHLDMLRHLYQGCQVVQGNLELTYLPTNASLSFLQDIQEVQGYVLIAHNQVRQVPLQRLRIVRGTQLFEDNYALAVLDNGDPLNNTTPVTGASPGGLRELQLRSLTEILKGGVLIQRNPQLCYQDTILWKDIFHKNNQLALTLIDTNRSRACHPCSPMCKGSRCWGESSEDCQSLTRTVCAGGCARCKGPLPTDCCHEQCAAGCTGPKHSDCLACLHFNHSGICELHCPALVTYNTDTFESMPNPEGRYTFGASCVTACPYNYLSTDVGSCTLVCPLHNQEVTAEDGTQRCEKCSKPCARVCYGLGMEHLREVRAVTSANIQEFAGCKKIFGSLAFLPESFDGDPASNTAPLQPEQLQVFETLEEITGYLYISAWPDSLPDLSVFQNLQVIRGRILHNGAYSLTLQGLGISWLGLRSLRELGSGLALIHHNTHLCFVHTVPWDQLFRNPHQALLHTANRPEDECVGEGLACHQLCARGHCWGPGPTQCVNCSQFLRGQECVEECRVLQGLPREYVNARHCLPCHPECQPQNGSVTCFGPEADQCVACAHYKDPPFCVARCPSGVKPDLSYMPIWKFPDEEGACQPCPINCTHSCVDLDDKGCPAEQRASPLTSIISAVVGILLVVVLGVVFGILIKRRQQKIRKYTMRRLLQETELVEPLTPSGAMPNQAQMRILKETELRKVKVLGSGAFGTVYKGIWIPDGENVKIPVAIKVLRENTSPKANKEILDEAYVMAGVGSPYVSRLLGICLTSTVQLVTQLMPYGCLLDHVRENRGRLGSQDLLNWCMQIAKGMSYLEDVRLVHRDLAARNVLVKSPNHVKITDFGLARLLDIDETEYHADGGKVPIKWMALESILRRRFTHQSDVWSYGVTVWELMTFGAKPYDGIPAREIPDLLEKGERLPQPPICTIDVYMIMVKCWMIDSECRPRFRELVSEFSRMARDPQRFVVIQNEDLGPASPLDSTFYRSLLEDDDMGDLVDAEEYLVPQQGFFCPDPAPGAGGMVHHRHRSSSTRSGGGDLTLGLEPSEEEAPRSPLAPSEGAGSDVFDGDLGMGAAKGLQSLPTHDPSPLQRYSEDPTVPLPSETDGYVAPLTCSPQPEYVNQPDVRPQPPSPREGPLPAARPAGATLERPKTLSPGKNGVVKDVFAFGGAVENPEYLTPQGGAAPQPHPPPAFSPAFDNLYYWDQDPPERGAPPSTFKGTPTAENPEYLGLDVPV
Jurkat tox 60K = cytotoxicity toward Jurkat T cells, primary screen, cytotoxicity control, cell-based, Jurkat E6.1, 60K MLSMR library. inhibition, % at 4 µM. 56,000 tested, 1.2% active. Jurkat E6.1 viability, ATP luminescence, 48 h;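 active = inhibition above the mean inhibition of all tested compounds plus 3 SD, cut at about 28% in these data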
M1 antagonist = antagonists of rat M1 muscarinic receptor; 64,000 tested, 3.4% active; CHO-M1 cells, Fluo-4 calcium, ACh EC80 antagonist mode; active compounds read low; B-score at 10 µM; Muscarinic acetylcholine receptor M1 (Rattus norvegicus), P08482;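 active = calcium fluorescence response, raw or row-and-column corrected B-score, differing from the plate sample mean either way at a set confidence level, mostly lower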
HTR1E agonist = 5-HT1E receptor agonists, primary screen, cell-based, HTS. 5-hydroxytryptamine receptor 1E (Homo sapiens), P28566. CHO 5-HT1E Ga15 NFAT-bla reporter, FRET; 0% DMSO wells, 100% control agonist wells. activation, % at 6 µM. 65,000 tested, 0.69% active. AID 574, 2007;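 active = activation above a set limit, the screen-wide mean activation plus 3 SD, cut at about 8.5% in these data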;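 note: 100% = positive control agonist at 1 µM giving full maximal response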
M1 agonist = M1 muscarinic receptor agonists, primary screen, CHO-M1 cells, Fluo-4 calcium, agonist mode. Muscarinic acetylcholine receptor M1. Fluo-4 calcium fluorescence; active compounds read high. B-score at 10 µM. 64,000 tested, 3% active;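 active = fluorescence rise, raw or as B-score row- and column-corrected plate score, outside the 99.7% band of its plate's samples, either direction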
5HT1E antag = 5-HT1E receptor antagonists, primary screen, cell-based, HTS; AID 571, 2007; 5-hydroxytryptamine receptor 1E (Homo sapiens), P28566; inhibition, % at 6 µM; CHO 5-HT1E Ga15 NFAT-bla reporter, FRET, antagonist; 65,000 tested, 0.99% active;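 active = inhibition above a set limit, the mean inhibition across every tested compound plus 3 SD, cut at about 29% in these data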;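 note: signal is the 460 over 535 nm emission ratio of beta-lactamase substrate; 0% = agonist plus DMSO wells and 100% = wells without agonist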
S1P3 ag = human S1P3 receptor agonists, primary screen, cell-based, primary and confirmation, NFAT-BLA reporter; Sphingosine 1-phosphate receptor 3 (Homo sapiens), Q99500; S1P3 NFAT-BLA reporter cells, agonism, FRET ratio; relative to 1 µM S1P, basal subtracted; activation, % at 4.5 µM; 60,000 tested, 0.1% active;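 active = activation above the screen-wide mean plus 3 SD, cut at about 4.5% in these data, passing the limit was not always enough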; note: some compounds called inactive have numbers as strong as hits
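Benchmarks: high control 1 µM S1P / System: stable CHO line with human S1P3, Gα16, NFAT-BLA reporter / Dosing: single compound concentration, 4.5 µM final / Timing: 4 h compound at 37 °C, 2 h substrate at RT / Measured by: FRET β-lactamase substrate fluorescence, excitation 405 nm, 460/535 nm emission ratio, background-subtracted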
HEK293 NFkB inh = inhibitors of PMA/ionomycin-induced NF-kB reporter, primary screen, antigen receptor NF-kB inhibitor project, cell-based, HEK-293 luciferase reporter, luminescence; HEK-293 NF-kB luciferase reporter; inhibition, % at 3 µM; 62,000 tested, 0.21% active;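 active = inhibition above the mean of all tested compounds plus 3 SD, cut at about 40% in these data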;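 note: 0% = stimulated DMSO wells and 100% = 10 µM reference inhibitor 5653914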
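Material: HEK-293 cells with stable firefly luciferase reporter driven by four HIV NF-kB elements / Also added: PMA plus ionomycin mix as NF-kB-activating stimulus / Compound dosing: 3 µM once, 0.30% DMSO / Times: 1 h pretreatment, 16 h stimulation, 37 °C / Signal: luminescence / Evaluation: per-plate % inhibition versus controls / Benchmarks: DMSO and 10 µM reference inhibitor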
S1P1 ag pot = S1P1 agonists and agonism potentiators, primary screen, cell-based, primary and confirmation screens, CRE-bla reporter; Sphingosine 1-phosphate receptor 1 (Homo sapiens), P21453; S1P1 CRE-bla cells, forskolin, beta-lactamase FRET, potentiator mode; S1P1 agonist co-added at EC20, 2 nM; 100% = saturating reference agonist, 0% = basal; activation, % at 9.5 µM; 56,000 tested, 0.57% active; AID 449, 2006;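 active = activation above a cutoff set at the mean activation of all tested compounds plus 3 SD, cut at about 54% in these data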;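 note: forskolin at 4 µM as EC80 and the EC20 agonist is SEW2871; 100% = SEW2871 at its EC100 plus forskolin at EC80; some compounds past the cut are filed as inactive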
An asterisk follows results filed as active; . = no result given.

SMILES | HER2 expr 66K | Jurkat tox 60K | M1 antagonist | HTR1E agonist | M1 agonist | 5HT1E antag | S1P3 ag | HEK293 NFkB inh | S1P1 ag pot
Cc1cc(C)c2cc(CN(CCN3CCCC3)C(=O)Nc3ccc(F)cc3)c(=O)[nH]c2c1 | 81 | 5 | -0.57 | -1.6 | 0.15 | 6 | 0.0 | 7 | -35
CCOc1ccc(CCNC(=O)C2CCN(c3nn4c(=O)cc(C)nc4s3)CC2)cc1OCC | 99 | -1 | 0.14 | -0.8 | 1.6 | -13 | 0.0 | 26 | 1
Cn1c(=O)[nH]c(=O)c2c1nc(OC(=O)c1ccccc1)n2CC(O)COc1ccccc1 (centres undefined) | 106 | -5 | -0.3 | -0.9 | 1.8 | 0 | -0.5 | 15 | -3
Cc1oc(-c2ccccc2)cc1C(N)=O | 95 | 2 | -0.39 | 0.1 | -0.13 | -1 | -0.7 | 6 | -14
CCOC(=O)N1CCC(NC(=O)CN2C(=O)CSc3ncccc32)CC1 | 93 | -4 | -1.1 | 0.8 | 0.096 | -1 | -0.3 | 18 | -24
COc1cccc(C2/C(=C(\O)c3ccc4c(c3)OCO4)C(=O)C(=O)N2CCN(C)C)c1OC (centres undefined) | 110 | -8 | 0.056 | 0.0 | 0.013 | 9 | -0.6 | 2 | .
Cn1c(SCC(=O)c2cccs2)nnc1-c1ccco1 | 106 | -1 | -0.25 | 0.6 | -0.3 | 6 | -0.9 | 6 | -13
CC(C)CCn1c(NCCN(C)C)nc2c1c(=O)[nH]c(=O)n2C | 91 | -4 | -4* | 0.9 | 0.074 | -5 | -0.4 | 21 | 14
O=C(C1CCC1)N(CCc1ccccc1)Cc1nc2ccccc2c(=O)[nH]1 | 65 | -3 | -0.48 | -0.9 | -0.61 | -1 | 0.3 | 23 | 4
CCOC(=O)c1c(/N=C/N(C)C)sc(C(=O)OC)c1C | 102 | . | 0.37 | -0.6 | -0.33 | 0 | . | 2 | .
CS(=O)(=O)N(CCC(=O)O)Cc1ccccc1 | 121 | -2 | 0.67 | -1.4 | -0.37 | 5 | 0.4 | -2 | 0
Fc1ccc(-c2cc3nc(-c4ccccc4)cc(N4CCN(CCN5CCOCC5)CC4)n3n2)cc1 | 53 | 10 | -0.00079 | 1.3 | 1.9 | -2 | -0.9 | 13 | -5
CCc1c(C(=O)NCCc2ccc(OC)c(OC)c2)[nH]c(C)c1C(C)=O | 86 | 1 | 0.11 | -0.3 | -0.24 | -3 | -0.8 | -2 | -4
O=C(CN(Cc1ccco1)S(=O)(=O)c1cccs1)Nc1ccccc1C(F)(F)F | 87 | -4 | -0.12 | 1.1 | -0.19 | -5 | -0.7 | 19 | -4
Cc1c(C(=O)Nc2ccc(F)cc2)oc2ccc(S(=O)(=O)N3CCC4(CC3)OCCO4)cc12 | 72 | 9 | -0.85 | 1.1 | 4.7* | 4 | -0.3 | 15 | -35
CC(CCc1ccco1)NC(=O)Cn1ncc2c1-c1ccccc1OC2 (centres undefined) | 105 | 4 | 0.063 | 0.3 | -0.89 | 15 | -0.4 | 10 | -2
O=C(Nc1nc2c(s1)CCCC2)c1cc2n(n1)C(C(F)(F)F)CC(C1CC1)N2 (centres undefined) | 73 | 8 | -0.12 | 0.5 | -0.66 | 8 | -0.3 | -37 | 107*
O=C(O)C1CC(c2ccccc2F)=NO1 (centres undefined) | 71 | -6 | -0.18 | 0.9 | 0.53 | 8 | 0.5 | 6 | -2
Cc1cc(OCc2nn[nH]n2)c2c(C)c(Cc3ccccc3)c(=O)oc2c1 | 101 | 2 | -0.17 | -0.1 | 0.12 | -12 | -0.4 | 6 | -8
CCN(Cc1ccccc1)S(=O)(=O)c1ccc(S(=O)(=O)N2CCN(CCC#N)CC2)cc1 | 81 | -3 | -0.31 | 0.9 | -0.017 | 0 | -0.7 | 8 | -15
O=S(=O)(N1CCCCC1)n1c(Cc2ccccc2)nc2ccccc21 | 103 | 4 | 0.0056 | -0.4 | -0.88 | 18 | -0.3 | 13 | -20
Cc1nnc(NC(=O)c2cc3n(n2)C(C(F)(F)F)CC(C2CC2)N3)s1 (centres undefined) | 78 | 2 | -1.1 | -0.4 | 0.22 | 7 | -0.4 | 0 | 35
C#CCN1C(=O)C(O)(CC(=O)c2ccc3c(c2)OCCO3)c2ccccc21 (centres undefined) | 71 | 0 | 0.29 | -0.4 | -0.45 | -2 | -1.1 | 0 | -17

Compound profiles, as listed above. Values in the order: HER2 expr 66K, Jurkat tox 60K, M1 antagonist, HTR1E agonist, M1 agonist, 5HT1E antag, S1P3 ag, HEK293 NFkB inh, S1P1 ag pot
`O=S(=O)(N1CCCCC1)n1c(Cc2ccccc2)nc2ccccc21` in the list: 103, 4, 0.0056, -0.4, -0.88, 18, -0.3, 13, -20
`CCOC(=O)N1CCC(NC(=O)CN2C(=O)CSc3ncccc32)CC1` in the list: 93, -4, -1.1, 0.8, 0.096, -1, -0.3, 18, -24
`O=C(O)C1CC(c2ccccc2F)=NO1` (centres undefined) in the list: 71, -6, -0.18, 0.9, 0.53, 8, 0.5, 6, -2

2 compounds drawn at random from the list so far, as already listed:
SMILES | HER2 expr 66K | Jurkat tox 60K | M1 antagonist | HTR1E agonist | M1 agonist | 5HT1E antag | S1P3 ag | HEK293 NFkB inh | S1P1 ag pot
CCOc1ccc(CCNC(=O)C2CCN(c3nn4c(=O)cc(C)nc4s3)CC2)cc1OCC | 99 | -1 | 0.14 | -0.8 | 1.6 | -13 | 0.0 | 26 | 1
CCOC(=O)c1c(/N=C/N(C)C)sc(C(=O)OC)c1C | 102 | . | 0.37 | -0.6 | -0.33 | 0 | . | 2 | .

Rows were taken by chance; any-hit rate near 9.2%.
